# NTR1 ag – NTR1-driven beta-arrestin-GFP spot formation – imaging, U2OS cells, high content, primary screen (AID 493036) | P30989 | activation, % at 20 µM | agonist mode | 0.17% of 330,000 active;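 active means activation at or above 40% of the spot to cytoplasm intensity ratio, with at least 20 cells analyzed; inconclusive means wells under 20 cells, flagged as cytotoxic or low count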;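 further: 0% = DMSO without peptide and 100% = 100 nM NTR1 peptide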
# Target sequence (P30989 whole entry, looked up): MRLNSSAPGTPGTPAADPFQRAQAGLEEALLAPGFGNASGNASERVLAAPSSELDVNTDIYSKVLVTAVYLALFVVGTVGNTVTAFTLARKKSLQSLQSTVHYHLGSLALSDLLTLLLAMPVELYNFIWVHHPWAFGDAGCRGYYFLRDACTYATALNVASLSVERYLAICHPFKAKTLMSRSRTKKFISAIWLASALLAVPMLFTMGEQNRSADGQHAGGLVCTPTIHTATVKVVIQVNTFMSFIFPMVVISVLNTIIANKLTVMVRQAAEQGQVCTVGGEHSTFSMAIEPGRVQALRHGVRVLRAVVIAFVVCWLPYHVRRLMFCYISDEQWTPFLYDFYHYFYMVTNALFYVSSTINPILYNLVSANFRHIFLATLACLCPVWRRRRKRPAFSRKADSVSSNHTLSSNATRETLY
# SV40 large T antigen – SV40 large T antigen inhibitors, biochemical (AID 1903) | SV40 large T antigen ATPase/helicase inhibition assay; higher % means a stronger effect | one-dose inhibition, % at 20 µM; IC50 in µM for titrated hits | 0.39% of 310,000 active; in the data active means a potency from the dose series; inconclusive means inhibition mostly from about 32% at the one dose, without a potency; inactive means the rest, 99 in 100 with inhibition below about 32%; further: strong numbers were not always called active
# AID2073 – inhibitors of Mint1-CaV2.2 protein interaction, biochemical, HTRF (AID 2073) | HTRF protein-protein interaction, Mint1-CaV2.2; higher % means a stronger effect | inhibition, % at 20 µM; hits with a dose series show IC50 in µM | 0.19% of 290,000 active; in the data active means inhibition mostly above about 51%, no sharp cut-off; inconclusive means no clear call, values can overlap the other calls; inactive means mostly below about 53%; further: some results filed as inactive read as strong as hits
# SIAH1 antagonists – blockers of Siah-1 interaction with plectin peptide – biochemical, fluorescence polarization, rhodamine-plectin, uHTS, primary screen (AID 1817); Siah-1 / rhodamine-plectin peptide fluorescence polarization; higher % means a stronger effect; displacement, % at 20 µM, or IC50 in µM where a hit was titrated; 0.02% of 290,000 active;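 active means displacement of at least 50% at 20 µM, with a fluorescence ratio check between 0.3 and a set limit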;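 further: plate controls were Siah plus tracer with DMSO for no effect and tracer alone without Siah for full effect; strong numbers were not always called active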
# RSV CPE inhibition – RSV antiviral activity via CPE protection, HEp-2 cells, primary 10 µM value included (AID 2391). HEp-2 cells, RSV-induced CPE inhibition; higher % means a stronger effect. one-dose CPE inhibition, % at 10 µM; IC50 in µM for titrated hits. 0.13% of 310,000 active; in the data active means a potency from the dose series; inconclusive means CPE inhibition mostly from about 23% at the one dose, without a potency; inactive means the rest, 99 in 100 with CPE inhibition below about 21%; further: strong numbers were not always called active
# K1F lysis inhibition – protection from phage-mediated lysis, alamar blue read-out – E. coli UTI89, K1F phage, bacterial capsule biogenesis inhibitors (AID 488966); E. coli UTI89 K1F phage lysis, alamar blue, 2 h; higher % means a stronger effect; one-dose inhibition, % at 100 µM; IC50 in µM for titrated hits; 0.02% of 340,000 active;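 active means phage lysis inhibition, versus mean bacterial control, above a set limit; inconclusive means no clear call, values can overlap the other calls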;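 further: capsule biogenesis inhibitors block K1F phage lysis so surviving cells raise fluorescence; higher fluorescence means more inhibition of phage lysis; actives were called in the ten point dose series up to 300 µM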
# MgcRacGAP inhibition – MgcRacGAP GTPase-activating activity inhibitors, confirmation, biochemical, ADP Hunter fluorescence. MgcRacGAP-stimulated Rac1 GTP hydrolysis, ADP Hunter fluorescence; higher % means a stronger effect; GST-tagged Rac1 F28L mutant substrate. 0.6% of 340,000 active. inhibition, % at 30 µM, or IC50 in µM where a hit was titrated. AID 624330;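 active means first-screen hits whose inhibition reached a set limit at any dose in the follow-up dose series; inconclusive means inhibition above the set first-screen limit but never retested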;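 further: fluorescence reports GDP produced by GAP-driven GTP hydrolysis; strong numbers were not always called active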
# NS5 inhibitors – Dengue-2 NS5 methyltransferase inhibitors, primary screen, biochemical, confirmation dose response (AID 588689); 0.3% of 340,000 active; inhibition, % at 25 µM; hits with a dose series show IC50 in µM; Dengue-2 NS5 methyltransferase capping enzyme assay, biochemical; higher % means a stronger effect; in the data active means a potency from the dose series; inconclusive means inhibition above about 29% without an active follow-up result
# West Nile virus CPE – West Nile virus antiviral activity, cell-based, CPE readout (AID 1621); West Nile virus-infected cells, CPE inhibition; higher % means a stronger effect; CPE inhibition, % at 10 µM; hits with a dose series show IC50 in µM; 0.02% of 290,000 active; in the data active means a potency from the dose series; inconclusive means CPE inhibition mostly from about 3.7% at the one dose, without a potency; inactive means the rest, 99 in 100 with CPE inhibition below about 2.2%; further: strong numbers were not always called active
# NTR1 ag cell count 20 µM – second read-out of NTR1 ag, no call of its own (marks repeat the call); cell count; measured here: cell count, cytotoxicity flag
# NS5 inhibitors pilot replicate – further read-out of NS5 inhibitors, marked with its call; inhibition, %; measured here: pilot screen replicate inhibition
# Numbers without * were called inactive; ? = inconclusive; nt = not tested or not shown; & = joins results of further samples; [ ] = dose if it differs, or a comment.
SMILES,NTR1 ag,NTR1 ag cell count 20 µM,SV40 large T antigen,AID2073,SIAH1 antagonists,RSV CPE inhibition,K1F lysis inhibition,MgcRacGAP inhibition,NS5 inhibitors,West Nile virus CPE,others
Cc1ccc(OCC(=O)c2c(N)n(C)c(=O)n(C)c2=O)c([N+](=O)[O-])n1,-1.8,52,nt,nt,nt,0.2%,0.5%[50 µM],11%,0%,nt,
O=C(c1ccc2c(=O)n3c(nc2c1)CCCCC3)N1CCN(C(c2ccccc2)c2ccccc2)CC1,9.8,65,10%,-2%,-3%,nt,0.5%,-4%,-6%,-0.5%,
O=C(O)C1=CCCN(CCON=C(c2ccccc2)c2ccccc2)C1,-0.1,51,24%,nt,nt,-0.1%,2.6%,0%,1%,nt,
Cc1ccc(NC(=O)N(CCC(=O)O)Cc2ccccc2)cc1,0.2,56,4%,0%,14%,nt,0.8%,14%,-3%,-0.3%,
CCN(CC)CCCn1c2c(c(SCC(=O)Nc3cc(C)on3)nc1=O)CCC2,-1.5,57,1%,nt,nt,0.2%,-1.3%,4%,-1%,nt,
Cc1c(C=O)c(C=O)c(C)n1Cc1ccccc1,-0.8,90,16%,-2%,0%,4.5%,1.5%,7%,-9%,?,
Cc1[nH]nc(SCC(=O)NCC(C)C)c1[N+](=O)[O-],0.7,65,12%,-5%,-6%,-0.3%,0.2%,14%,4%,0.7%,
CCC(C)NC(=O)CN1C(=O)CC(C)(C)S(=O)(=O)c2ccccc21 (stereo not drawn),1.6,46,6%,2%,2%,3.0%,3.1%,6%,5%,0.1%,
CC#C[C@]1(O)CC[C@H]2[C@@H]3CCC4=CC(=O)CCC4=C3[C@@H](c3ccc(N(C)C)cc3)C[C@@]21C,13,56,4%&16%,29%,6%,5.9%,4.9%,10%,-9%,1.5%,
Cc1ccc(S(=O)(=O)Nc2cc(S(=O)(=O)N3CCCCC3)ccc2N2CCOCC2)cc1,-1.1,38,3%,-1%,5%,-0.5%,-0.1%,5%,-9%,-0.6%,
COc1ccc(Cl)cc1S(=O)(=O)N(C)CC(=O)NCc1ccc2c(c1)OCO2,-1.5,49,5%,-10%,-3%,0.8%,-0.1%,7%,1%,-0.4%,
O/N=C1\CCCc2c1nc(-c1ccccc1F)n2O,-0.2,65,6%,7%,-2%,0.7%,nt,nt,nt,0.2%,
CCOc1ccc(CCNC(=O)C2CCN(S(=O)(=O)N3CCOCC3)CC2)cc1OCC,-1.4,44,1%,49%,0%,-0.6%,0.2%,10%,5%,0.1%,
COc1ccc([C@H]2CC(=O)C=C(c3cccc(Cl)c3)C2)cc1,6.4,43,nt,nt,nt,3.1%,0.4%,2%,4%,nt,
COc1ccc(CCC(=O)Nc2nccs2)cc1OC,-0.5,98,-3%,9%,-3%,0.7%,-0.1%,nt,-8%,-0.6%,
Cc1ccc(Cl)cc1NC(=O)Cn1c(C)csc1=O,-0.2,71,nt,nt,nt,1.9%,0.8%[50 µM],2%,-3%,nt,
CCOC(=O)C(NC(=O)Nc1ccc(F)cc1F)(Oc1ccccc1)C(F)(F)F (stereo not drawn),-1.1,68,6%,-3%,-7%,1.5%,1.1%[50 µM],9%,-8%,-0.7%,
N#Cc1c(N)nc2c3c(sc(=N)c2c1N)NC(=O)CC3c1ccccc1 (stereo not drawn),4.8,74,18%,44%,13%,1.7%,-0.3%,7%,-6%,-0.3%,
CCNC(=O)NCCc1c[nH]c2ccc(Cl)cc12,1.4,97,-6%,-2%,-1%,-0.2%,0.3%,7%,0%,-1.6%,
O=C(O)c1ccc(NS(=O)(=O)c2ccc3c(c2)OCCCO3)cc1,-0.8,58,11%,14%,2%,0.8%,0.2%,-7%,-1%,0.9%,
CCc1nnc(NC(=O)CSc2nnc(-c3ccoc3C)n2-c2ccc(C)cc2)s1,1.6,50,8%,-3%,3%,8.9%,1.5%,5%,-14%,nt,
CCOC(=O)C1CCC(CNCc2ccccc2C)CC1 (stereo not drawn),2.8,54,22%,-10%,1%,-1.9%,0.4%,5%,-7%,-0.4%,
Cc1ccc(-n2c(N)c(C(=O)NCc3cccnc3)sc2=S)cc1,0.0,65,8%,-40%,-2%,1.0%,-0.4%,12%,-2%,0.2%,
CC(=O)Nc1ccc(/C(C)=N/NC(=O)C2CC2c2ccccc2)cc1 (stereo not drawn),1.8,39,11%,-4%,3%,1.1%,0.8%[50 µM],11%,-1%,-0.5%,
COc1ccc(-c2cc(C(=O)N3CC4(C)CC3CC(C)(C)C4)no2)cc1OC (stereo not drawn),7.4,82,24%,3%,2%,-2.5%,0.0%,11%,-5%,0.2%,

# (next part)
SMILES,NTR1 ag,NTR1 ag cell count 20 µM,SV40 large T antigen,AID2073,SIAH1 antagonists,RSV CPE inhibition,K1F lysis inhibition,MgcRacGAP inhibition,NS5 inhibitors,West Nile virus CPE,others
CCCc1n[nH]c(=S)n1Cc1ccco1,1.5,69,16%,-11%,-13%,1.5%,0.3%,13%,-3%,-0.1%,
CN(Cc1c(F)cccc1Cl)C(=O)c1ccc(NS(=O)(=O)c2ccc3[nH]c(=O)[nH]c3c2)cc1,0.7,57,10%,nt,nt,-1.6%,-0.5%[50 µM],5%,-4%,nt,
O=C(COC(=O)c1ccc(OC(F)F)cc1)Nc1cccc(S(=O)(=O)NC2=NCCC2)c1,-0.2,66,nt,nt,nt,0.3%,0.8%[50 µM],-4%,2%,nt,
CCN1CCN(C(=S)c2ccc(OCC(=O)Nc3ccc(OC)cc3)cc2)CC1,0.2,47,nt,nt,nt,-1.8%,-0.3%,11%,7%,-0.1%,
COc1ccc(N(C(=O)c2ccccc2OC(C)=O)C(C)C2CC2)cc1 (stereo not drawn),3.1,79,4%,11%,-1%,4.8%,0.2%,3%,-2%,-0.4%,NS5 inhibitors pilot replicate=2.7
COC(=O)CSc1nc2ccc(NC(C)=O)cc2s1,0.3,43,-2%,-4%,28%,2.1%,0.5%,-11%,20%,0.3%,
CCOc1ccc(C(=O)N[C@H](C(=O)Nc2ccc(OC)c(S(=O)(=O)N3CCOCC3)c2)C(C)C)cc1,-1.2,44,10%,-18%,3%,-1.2%,-0.6%,-5%,6%,-1.0%,
COc1ccc(-n2ccc(=O)c3c2CCCC3=O)cc1,0.4,52,9%,5%,-2%,0.8%,0.7%,13%,8%,0.1%,
COC(=O)c1ccc(NC(=O)CCS(=O)(=O)c2ccc(Br)s2)cc1,-1.4,79,-3%,4%,3%,-1.9%,0.6%,2%,-8%,0.3%,
CCCc1nc(SCc2ccc(OCC)cc2)n[nH]1,-0.2,74,5%,13%,-1%,15%,0.2%,13%,-6%,0.6%,
CC(=O)N1CCN(C(=O)c2cc(C)nc3ccccc23)CC1,2.3,56,7%,6%,7%,0.9%,-0.1%,-2%,10%,0.2%,
COc1ccc(/C=C/c2nnc(NC(=O)CSc3ccc(C)cc3)s2)cc1,1.5,67,nt,20%,0%,0.2%,0.3%,12%,-2%,0.5%,
CC(CCc1ccccc1)NC(=O)c1ccc2nc(N3CCOCC3)sc2c1 (stereo not drawn),2.2,34,-12%,9%,3%,5.7%,2.5%,8%,2%,-0.5%,
Cc1cccc(NC(=O)c2ccc(S(=O)(=O)N(C)C)cc2)c1,-2.9,61,0%,13%,-2%,2.0%,1.9%,1%,-1%,-0.1%,
CN(C)C(=O)c1noc2cc([N+](=O)[O-])ccc12,-1.0,81,1%,8%,1%,0.9%,0.1%,10%,-5%,-0.6%,NS5 inhibitors pilot replicate=-5.5
COc1ccc(/C=N/S(=O)(=O)c2ccccc2)cc1OC,0.5,47,0%,3%,2%,4.4%,0.4%,3%,3%,-0.1%,
COc1cc(/C=C/C(=O)c2ccc([N+](=O)[O-])o2)ccc1O,-1.0,78,8.7µM*,nt,nt,-4.6%,-2.0%,20%,-4%,nt,
CCOC(=O)C1CCCN(C(=O)Cn2ncc3c([nH]c4ccccc43)c2=O)C1 (stereo not drawn),-0.1,52,0%,32%,-1%,4.8%,0.2%,-17%,-6%,0.1%,
Cc1onc(-c2ccccc2Cl)c1C(=O)Nc1cccc(-c2cn3cccnc3n2)c1,4.6,70,7%,37%,4%,4.2%,3.7%,3%,-8%,-0.2%,
CCCN(CC(=O)Nc1ccccc1C)C(=O)c1cccc(-n2cnnn2)c1,0.7,62,7%,4%,14%,2.9%,0.0%,9%,-13%,-0.1%,
CC1=NN(c2ccccc2)C(=O)/C1=C/c1ccc(Cl)cc1,-0.5,63,33%,0%,25%,1.4%,-0.2%,6%,39µM*,0.6%,
COc1ccc(/C=C2\SC(=S)N(CCC(=O)NC3CCCC3)C2=O)cc1OC,7.4,40,3%,-2%,3%,0.9%,0.0%,6%,?,?,
CCc1ccc(C(=O)Nc2cccc(-c3nn[nH]n3)c2)s1,-0.5,43,-6%,16%,1%,3.1%,-0.1%,9%,-1%,0.4%,
Cc1ccc(N2CCN(C(=O)c3nn(C)c4c3CS(=O)(=O)c3ccccc3-4)CC2C)cc1 (stereo not drawn),-0.4,55,3%,5%,1%,4.1%,0.7%,8%,-3%,1.0%,
COc1ccccc1-n1c(SCC(=O)Nc2ccccc2F)nc2[nH]ncc2c1=O,0.7,58,4%,4%,6%,-0.9%,1.9%,13%,-1%,0.6%,

# Additional structures:
SMILES,NTR1 ag,NTR1 ag cell count 20 µM,SV40 large T antigen,AID2073,SIAH1 antagonists,RSV CPE inhibition,K1F lysis inhibition,MgcRacGAP inhibition,NS5 inhibitors,West Nile virus CPE,others
CCOC(=O)c1c(NC(=S)NC)sc2c1CCCC2,0.6,99,8%,-40%,5%,-0.7%,-0.1%,-4%,-13%,0.4%,
CN1C(C)(C)CC(NC(=O)CCC(=O)NC2CC(C)(C)N(C)C(C)(C)C2)CC1(C)C,0.4,43,nt,nt,nt,-0.1%,0.4%[50 µM],3%,-1%,0.3%,
C/C(=N\NC(=O)CNC(=O)c1ccc(F)cc1)c1ccco1,0.8,42,9%,9%,-3%,0.8%,0.5%,11%,-1%,0.9%,
Cc1cc2nc(-c3ccc(SCC(=O)Nc4ccc(S(=O)(=O)N5CCCC5)cc4)nc3)[nH]c2cc1C,2.0,58,8%,21%,0%,3.9%,0.2%,2%,13%,-1.2%,
CSc1ccc(CCNC(=O)c2cccc3c2C(=O)N(C2CCCCC2)C3)cc1,5.0,62,7%,15%,0%,15%,0.1%,4%,-13%,1.6%,
O=C(CNC(=O)c1cccs1)OCC(=O)c1ccc(Br)cc1,0.2,47,1%,15%,-1%,2.9%,-1.4%,5%,-1%,0.1%,

# Assay outcomes: PubChem BioAssay, several laboratories
